# TDP1 cell CPT: DT40-hTDP1 cell growth loss with CPT. hit rate 12% among 420,000. Potency, µM (doses to about 46.2 µM), inactives show top-dose activity change, negative = growth inhibition, usual class: inhibitors. chicken DT40 Tdp1-/-;hTDP1 cells + 20 nM CPT, ATP luminescence, 48 h; note: nearly all actives have a fitted effect of over 55% in size
#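 Chicken DT40 Tdp1-/- cells stably complemented with human TDP1 were seeded at 400 cells/well in medium containing 20 nM camptothecin, exposed to pin-transferred compounds, and grown at 37 °C for at least 48 hr. Viability was read as ATP luminescence.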
# TDP1 cell noCPT: qHTS for Inhibitors of human tyrosyl-DNA phosphodiesterase 1 (TDP1): qHTS in cells in absence of CPT. DT40 Tdp1-/- hTDP1 cells, no CPT, ATP luminescence, 48 h. Potency, µM (series often up to 46.2 µM), without a hit: at the top dose activity change, negative = growth inhibition, hits mostly inhibitors. hit rate 15% among 420,000; note: nearly all actives have a fitted effect of over 55% in size
#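 Growth of hTDP1-complemented DT40 Tdp1-knockout cells is measured by ATP luminescence after at least 48 hr compound exposure at 37 °C, with DMSO substituting for the 20 nM CPT used in the parallel screen.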
# TDP1 block: inhibitors of human tyrosyl-DNA phosphodiesterase TDP1; Q9NUW8; recombinant TDP1, AlphaScreen DNA substrate cleavage; Potency, µM (titrated, usually from 130 µM), for inactives: at the highest dose activity change, negative = inhibition, usual class: inhibitors; hit rate 0.28% among 350,000; AID 485290; note: nearly all actives have a fitted effect of over 40% in size
# Target sequence (Q9NUW8 whole entry, looked up): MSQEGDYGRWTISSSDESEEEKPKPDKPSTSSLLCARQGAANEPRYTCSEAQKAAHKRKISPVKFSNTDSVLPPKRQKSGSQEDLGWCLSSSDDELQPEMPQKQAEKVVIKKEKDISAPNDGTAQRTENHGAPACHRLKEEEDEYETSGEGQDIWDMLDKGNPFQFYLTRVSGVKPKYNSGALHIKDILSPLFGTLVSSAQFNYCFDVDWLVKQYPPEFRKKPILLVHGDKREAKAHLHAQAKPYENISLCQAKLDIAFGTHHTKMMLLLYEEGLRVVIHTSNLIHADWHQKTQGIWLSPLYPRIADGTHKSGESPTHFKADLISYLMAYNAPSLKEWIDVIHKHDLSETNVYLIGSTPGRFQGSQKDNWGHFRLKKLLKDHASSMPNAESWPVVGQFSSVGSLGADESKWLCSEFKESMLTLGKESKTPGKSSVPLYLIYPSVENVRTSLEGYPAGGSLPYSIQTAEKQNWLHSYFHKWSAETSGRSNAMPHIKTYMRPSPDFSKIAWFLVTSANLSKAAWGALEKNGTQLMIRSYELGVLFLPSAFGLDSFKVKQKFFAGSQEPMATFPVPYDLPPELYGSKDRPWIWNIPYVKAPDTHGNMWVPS
#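 E. coli-derived human Tdp1, 1 nM final. Cpd preinc 15 min RT; substrate 15 nM final, 5 min RT; AS bead mix 10 ug/ml final, 10 min RT. Signal loss = tyrosine-FITC cleavage. No-enzyme wells = max signal.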
# Active calls of the source: *; ? = inconclusive; nt = no result given; & = joins results of further samples; [ ] = remark or other dose. Calls come from the whole dose curve; as a rule, active = well fitted curve in the direction sought with a large enough effect; inconclusive = small, poorly fitted or top-dose-only effect, or another doubt; inactive = no such curve, though single readings can be large; an effect the other way counts as inactive or inconclusive. % is set by controls: 0 for no effect and ±100 for the full control effect; potency is the fitted concentration of half-maximal effect.
SMILES,TDP1 cell CPT,TDP1 cell noCPT,TDP1 block
COc1cccc(-n2c(N)cc(=O)nc2SCC(=O)Nc2cc(C)on2)c1,-4%,-21%,5%
Cc1cc(C)c(C)c(S(=O)(=O)NCC(=O)Nc2ccccc2F)c1C,-2%,2%,5%
CC(=O)NC(c1cccc(F)c1)c1nc(-c2ccccc2C)cs1 (centres undefined),-23%,-27%,nt
COc1ccc(N2C(=O)N3[C@H](c4cccc(C)c4)[C@@H]4C(=O)N(Cc5ccccc5)C(=O)[C@@H]4[C@]3(Cc3ccccc3)C2=O)cc1,12µM*,13µM*,nt
CCc1cccc(CC)c1-n1c(SCC(=O)N2CCc3ccccc32)nc(O)cc1=O,1%,?,0%
CCC(=O)Nc1nc2c(OC)ccc(C)c2s1,10%,17%,0%
CC(C)(C(=O)O)c1ccc(C(O)CCCN2CCC(C(O)(c3ccccc3)c3ccccc3)CC2)cc1 (centres undefined),26%&7%&-5%,0%&15%&1%,7%[56.1 µM]
Cc1ccc(NC(=O)C2CCN(S(=O)(=O)c3ccc4c(c3)CCCN4C(=O)C3CCC3)CC2)cc1,16µM*,?,-1%
Cc1ccc(S(=O)(=O)NC(C)C(c2cccs2)N2CCN(c3ccccc3)CC2)cc1 (centres undefined),?,?,4%
Nc1ccc(C2(c3ccc(N)cc3)c3ccccc3C(=O)c3ccccc32)cc1,-22%,-27%,nt
O=C(Nc1ccc2c(c1)CCC2)c1ccc(Cl)nc1,?,-24%,2%
CC1CCCCC1NC(=O)CCCN1C(=O)c2ccccc2C1=O (centres undefined),-1%,3%,1%
COc1ccc(C(C)=O)cc1COC(=O)CNC(=O)C1CCCCC1,2%,-11%,0%
CC(NC(=O)/C(C#N)=C/c1ccc(Cl)c([N+](=O)[O-])c1)c1ccccc1 (centres undefined),3.7µM*,3.7µM*,-2%
COc1ccc(-c2[nH]ncc2CN2CCCC(C(=O)c3ccc(OC)cc3OC)C2)cc1 (centres undefined),-52%,?,5%
Cc1ccc(Cn2ccnc2C(=O)Nc2ccccc2)cc1,-22%,-19%,1%
CCCCOC(=O)C1=C(C)NC(=O)NC1c1cccc([N+](=O)[O-])c1 (centres undefined),?,-21%,6%
COc1ccc([C@H]2C[C@H](n3cc(-c4ccc(F)cc4)nn3)[C@@H](O)CN2C(=O)C2CCCCC2)cc1,?,18µM*,nt
COc1ccc(O)c(C=NCC(C)N=Cc2cc(OC)ccc2O)c1 (centres undefined),23%,-11%,3%
N#CC(=C(O)CN1CCN(c2ccccc2F)CC1)c1nc(-c2ccc(Cl)cc2)cs1,-7%,-28%,nt
CCn1c(=O)c(C(=O)NCc2ccccn2)c(O)c2ccccc21,-25%,?,2%
CSC1=N/C(=C\c2ccc(C)cc2)C(=O)S1,3%,-23%,-3%
CC1(C)Cc2c(C#N)c(N)sc(=S)c2CO1,-26%,2%,6%
CC(=O)N/N=C/c1cc([N+](=O)[O-])ccc1OCCOc1ccccc1,?,16µM*,9%
O=C(NCc1ccccc1)C(C1CC1)n1c(-c2cccs2)nc2ccccc21 (centres undefined),10µM*,9.2µM*,nt
CCCc1cc2c(cc1NC(=O)c1ccc(C(C)(C)C)cc1)OCO2,?,-29%,-3%
COc1cc(C2c3c(-c4ccc(C)cc4)n[nH]c3C(=O)N2c2ccc(F)cc2)ccc1O (centres undefined),?,?,nt
C=C(C)C1Cc2c(C)nn(-c3cccc4cccnc34)c2C1 (centres undefined),?,?,10%
Cc1ccc(SC(CC(=O)c2ccc(F)cc2)C(=O)O)cc1 (centres undefined),?,26µM*,nt
CC(C)N(C(=O)[C@H]1C[C@H](CC(=O)NCc2ccco2)C(=O)N2CCc3c([nH]c4ccc(Cl)cc34)[C@]12C)C(C)C,?,?,2%[56.1 µM]

# Reprinted from the entries so far (16 entries):
SMILES,TDP1 cell CPT,TDP1 cell noCPT,TDP1 block
COc1ccc(-c2[nH]ncc2CN2CCCC(C(=O)c3ccc(OC)cc3OC)C2)cc1 (centres undefined),-52%,?,5%
Cc1ccc(Cn2ccnc2C(=O)Nc2ccccc2)cc1,-22%,-19%,1%
CCCCOC(=O)C1=C(C)NC(=O)NC1c1cccc([N+](=O)[O-])c1 (centres undefined),?,-21%,6%
COc1ccc([C@H]2C[C@H](n3cc(-c4ccc(F)cc4)nn3)[C@@H](O)CN2C(=O)C2CCCCC2)cc1,?,18µM*,nt
COc1ccc(O)c(C=NCC(C)N=Cc2cc(OC)ccc2O)c1 (centres undefined),23%,-11%,3%
N#CC(=C(O)CN1CCN(c2ccccc2F)CC1)c1nc(-c2ccc(Cl)cc2)cs1,-7%,-28%,nt
CCn1c(=O)c(C(=O)NCc2ccccn2)c(O)c2ccccc21,-25%,?,2%
CSC1=N/C(=C\c2ccc(C)cc2)C(=O)S1,3%,-23%,-3%
CC1(C)Cc2c(C#N)c(N)sc(=S)c2CO1,-26%,2%,6%
CC(=O)N/N=C/c1cc([N+](=O)[O-])ccc1OCCOc1ccccc1,?,16µM*,9%
O=C(NCc1ccccc1)C(C1CC1)n1c(-c2cccs2)nc2ccccc21 (centres undefined),10µM*,9.2µM*,nt
CCCc1cc2c(cc1NC(=O)c1ccc(C(C)(C)C)cc1)OCO2,?,-29%,-3%
COc1cc(C2c3c(-c4ccc(C)cc4)n[nH]c3C(=O)N2c2ccc(F)cc2)ccc1O (centres undefined),?,?,nt
C=C(C)C1Cc2c(C)nn(-c3cccc4cccnc34)c2C1 (centres undefined),?,?,10%
Cc1ccc(SC(CC(=O)c2ccc(F)cc2)C(=O)O)cc1 (centres undefined),?,26µM*,nt
CC(C)N(C(=O)[C@H]1C[C@H](CC(=O)NCc2ccco2)C(=O)N2CCc3c([nH]c4ccc(Cl)cc34)[C@]12C)C(C)C,?,?,2%[56.1 µM]

# (more compounds)
SMILES,TDP1 cell CPT,TDP1 cell noCPT,TDP1 block
O=C(CSc1oc(-c2ccc(F)cc2)nc1S(=O)(=O)c1ccc(F)cc1)NCC1CCCO1 (centres undefined),-27%,?,0%
CCc1nnc(NC(=O)CSc2nnc(COc3ccc(C#N)cc3)n2-c2ccccc2)s1,-26%,-10%,-3%
CCN(CC)C(=O)Cn1c(=O)n(Cc2ccc(C(=O)NCCc3ccc(OC)c(OC)c3)cc2)c(=O)c2ccccc21,?,?,3%
O=c1oc2ccccc2c(O)c1Sc1ccc(Cl)cc1,-22%,?,nt
COc1ccc([C@H]2C[C@@H](n3cc(C4CC4)nn3)[C@H](O)CN2CC2CCCCC2)cc1,?,21µM*,nt
CC(=O)N1CCCc2cc(S(=O)(=O)N(C)CC(=O)Nc3ccc(C(C)C)cc3)ccc21,18µM*,23µM*,-3%
Cc1cccc(C(=O)O/N=C(\N)c2ccc(Br)cc2)c1,-18%,-9%,-1%
CN1CCN(S(=O)(=O)c2ccc(C(=O)NC3CCCCC3)cc2)CC1,5%,-2%,nt
CCSc1nc2ccccc2c(=O)n1Cc1ccc(F)cc1,0%,-27%,-11%
COc1ccc(C2CC(c3cccs3)=NN2C(=S)Nc2ccccc2)cc1OC (centres undefined),2%,-5%,5%
Cn1[nH]c(CSc2ccc(Cl)cc2)cc1=O,1%,-20%,12%
CC(C)c1cc(C(=O)O)n[nH]1,3%,-7%,0%
CCSC1=C(C#N)C2(CCCCC2)C(C#N)=C(N)N1,-15%,?,8%
C[C@H]1CN([C@@H](C)CO)S(=O)(=O)c2ccc(C#CC3CC3)cc2O[C@H]1CN(C)C(=O)c1cccnc1,0%,-22%,nt
Cc1ccc(-c2nnn(CC(=O)Nc3ccc(S(=O)(=O)N4CCC(C)CC4)cc3)n2)cc1,?,18µM*,3%
Cc1ccc(S(=O)(=O)N2CCc3ccccc3C2)cc1C,-19%,-13%,nt
COc1ccc(CNc2cc(-c3cccc(NS(C)(=O)=O)c3)ncn2)c(OC)c1,?,-23%,nt
COc1cccc(-c2noc(CCCC(=O)N3CCOCC3)n2)c1,-2%,-2%,0%
COc1ccccc1CNC(c1ccccc1)c1ccccc1,-23%,-6%,-1%
COc1ccc([C@H]2CC(=O)C=C(c3ccc(-c4ccccc4)cc3)C2)cc1OC,-14%,-21%,-1%
O=C(O)C1CCCCC1C(=O)Nc1cnn(Cc2ccccc2)c1 (centres undefined),9%,-13%,6%
O=C(CCN1CCOCC1)c1ccc(N2CCCCC2)cc1,1.6µM*,4.1µM*,1%
CNC(=S)NC1CC2CCCC(C1)N2Cc1ccc(C)cc1 (centres undefined),-21%,-28%,6%
O=C(CSc1nc(-c2ccccc2)nc2ccccc12)Nc1nccs1,?,-10%,-2%
O=C(NCCSc1c(-c2ccc(Cl)cc2)[nH]c2ccccc12)c1ccc(S(=O)(=O)N2CCOCC2)cc1,3.7µM*,3.7µM*,9%
CCN(CC)S(=O)(=O)c1ccc(N2CCOCC2)c(NC(=O)C2CCCC2)c1,-19%,-8%,7%
CCCSc1nc(N)nc(-c2cccs2)c1C#N,-11%,-22%,1%
Cc1ccc(CNC(=O)CSc2nnc(CNC(=O)c3ccccc3)o2)cc1,-1%,1%,0%
COc1ccccc1NC(=O)CSc1ccc(-c2cccs2)nn1,-8%,?,-1%
COc1ccc(CNC(=O)Nc2cccc(C(F)(F)F)c2)cc1OC,?,9.2µM*,-8%
Cc1cc(NS(=O)(=O)c2ccc(NC(=O)COc3ccccc3[N+](=O)[O-])cc2)no1,1%,10%,3%
CC(=O)Nc1nc(-c2cccc3ccccc23)cs1,15µM*,?,nt
COc1ccc(S(N)(=O)=O)cc1C(=O)NCC(C)(C)N1CCOCC1,19%,-4%,8%
Cc1ccc2c(cnn2C(=O)CCCC(=O)NC(C)c2ccccc2)c1 (centres undefined),-18%,-24%,nt
CCOc1cc(/C=C2/C(=N)N3N=C(C)SC3=NC2=O)ccc1OS(=O)(=O)c1ccc(C)cc1,?,?,2%
CC(=O)OC1COC(n2c(O)c(N=NC(N)=S)c3ccccc32)C(OC(C)=O)C1OC(C)=O (centres undefined),-25%,0%,3%
NC(=O)NC(CC(=O)NCc1ccc2c(c1)OCO2)c1ccccc1Cl (centres undefined),2%,-5%,-2%[0.0935 µM]
NS(=O)(=O)c1ccc(NC(=O)CSc2nnc(-c3cnccn3)n2-c2ccccc2)cc1,-5%,-7%,2%
CC(C)NC(=O)N(C)C[C@H]1Oc2c(NS(=O)(=O)c3ccccc3)cccc2C(=O)N([C@H](C)CO)C[C@@H]1C,0%,-6%,0%
CCc1nn(CC(=O)N2CCN(c3cccc(C(F)(F)F)c3)CC2)c(=O)c2cc3occc3n12,-19%,-11%,3%
CCN(CC)C(=O)C1CCCN(c2ncnc3c2c(-c2ccccc2)cn3-c2cccc(C)c2)C1 (centres undefined),15µM*,?,3%
S=C(Nc1ccccc1Cl)N1CCN(Cc2ccccc2)CC1,-1%,-16%,-1%
COC(=O)CNC(=O)C1CCN(c2nc(C)cc(C)n2)CC1,?,0%,-2%
Cn1c(=O)c(-c2cc(F)cc(F)c2)nc2cnc(N3CCOCC3)nc21,3%,23%,nt
O=C(Nc1nc2ccccc2[nH]1)c1ccccc1,?,?,6%
CC(C)OC(=O)CSc1nnc(-c2ccc(Cl)cc2Cl)o1,1%,4%,-2%
O=C(N/N=C/c1cn(Cc2ccccc2)c2ccccc12)c1cccnc1,?,?,3%
O=C(N/N=C/c1cc(Br)c(O)c(Br)c1)c1cccnc1,-3%,-1%,nt
COc1ccc(Nc2nc(Cl)nc(Nc3ccc(OC)cc3)n2)cc1,-6%,?,1%
C1CC(=NN=C2CCSCC2)CCS1,10%,-15%,nt
COc1ccc(CNc2ccc(-c3ccccc3OC)nn2)cc1,-15%,-27%,7%
CCc1nc2c(OCc3ccccc3C)cccn2c1N(C)C(=O)c1ccco1,?,?,nt
Cc1cc(NC(=O)CSc2nnc(COc3cccc(C)c3C)n2C)no1,5%,3%,2%
CC1(C(=O)NS(=O)(=O)c2ccc(Cl)s2)CCN1C(=O)Cc1ccc(-c2ccccc2)cc1 (centres undefined),6%,17%,nt
COc1ccccc1S(=O)(=O)CC(O)COc1ccccc1Cl (centres undefined),-14%,0%,1%
O=C(COc1ccccc1Cl)Nc1ccc(CN2CCOCC2)cc1,?,-6%,3%
CC1CCN(S(=O)(=O)c2ccc(S(=O)(=O)NCC3COCCO3)cc2)CC1 (centres undefined),-4%,-2%,6%
Cc1ccc(C(=O)Nc2cccc(C(=O)N3CCN(C)CC3)c2)cc1,-6%,0%,1%
COc1ccc(CNC(=O)CSc2ncn[nH]2)cc1,-7%,?,7%
CCNC(=S)NNC(=O)c1cc(-c2cccc(C)c2)nc2ccccc12,21µM*,7.3µM*,13%
O=[N+]([O-])/C(=C\Nc1ccc(F)cc1F)S(=O)(=O)c1ccccc1,-6%,-6%,nt
CCc1ccc(NC(=O)C(CC)Sc2nc3cc4c(cc3c(=O)n2Cc2ccco2)OCO4)cc1 (centres undefined),18µM*,?,1%
